Source: PubChem (several laboratories)
PPARg SRC-2 ag: agonists of SRC-2 recruitment by human PPARgamma | P37231 | PPARgamma LBD-SRC-2 recruitment, biochemical | activation, % at 8 µM | 200,000 tested, 0.34% active | AID 1032; in the data active means activation above about 22%;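 further: 0% = vehicle and 100% = reference agonist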
Target sequence (P37231 whole entry, looked up, the tested form may be a part): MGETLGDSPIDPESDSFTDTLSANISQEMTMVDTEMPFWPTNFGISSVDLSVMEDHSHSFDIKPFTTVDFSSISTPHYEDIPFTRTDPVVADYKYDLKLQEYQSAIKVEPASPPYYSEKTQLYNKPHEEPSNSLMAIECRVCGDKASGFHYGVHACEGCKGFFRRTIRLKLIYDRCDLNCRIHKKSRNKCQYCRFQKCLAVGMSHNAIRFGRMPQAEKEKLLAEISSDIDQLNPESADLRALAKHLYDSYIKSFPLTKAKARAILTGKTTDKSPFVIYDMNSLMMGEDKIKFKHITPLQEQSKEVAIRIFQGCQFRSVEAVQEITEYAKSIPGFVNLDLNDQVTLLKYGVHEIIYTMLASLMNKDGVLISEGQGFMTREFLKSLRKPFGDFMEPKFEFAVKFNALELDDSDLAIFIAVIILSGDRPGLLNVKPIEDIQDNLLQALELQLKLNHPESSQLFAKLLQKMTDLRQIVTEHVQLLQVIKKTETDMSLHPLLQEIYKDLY
TR-FRET SRC-2 ct: counter-screen for PPARgamma SRC-2 recruitment agonists: TR-FRET artefact. active compounds read high. TR-FRET ratio at 8 µM. 200,000 tested, 0.4% active. AID 1049; in the data active means TR-FRET ratio above about 2000; further: inactives centre near 1500; reference of the scale not given here
PPARg SRC1 recr: agonists of human PPARgamma SRC-1 coactivator recruitment; P37231; PPARgamma-SRC-1 coactivator recruitment biochemical assay; activation, % at 8 µM; 200,000 tested, 0.41% active; AID 631; in the data active means activation above about 19%;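 further: 0% = DMSO and 100% = reference agonist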
PPARg SRC-3 ag: agonists of human PPARgamma SRC-3 coactivator recruitment; AID 731; activation, % at 8 µM; P37231; 200,000 tested, 0.26% active; biochemical PPARgamma/SRC-3 coactivator recruitment assay; in the data active means activation above about 23%;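 further: 0% = DMSO and 100% = reference agonist; some compounds past the cut are filed as inactive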
bIAP inh: blocks bovine intestinal alkaline phosphatase activity | purified bovine IAP, CDP-star luminescence, 30 min | inhibition, % at 20 µM | 190,000 tested, under 10 active | AID 1019;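 active means over 50% inhibition of intestinal alkaline phosphatase at 20 µM in the single-dose screen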
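Incubation: 30 min reaction at room temperature / Material: purified bovine intestinal alkaline phosphatase (IAP) enzyme / Input: enzyme at 1/65,000,000 dilution / Dosing: 20 µM single dose / Signal: CDP-star luminescence signal / Reagent: CDP-star chemiluminescent phosphatase substrate, 30 µM final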
TNAP inh hiacc: TNAP (human) inhibition, high acceptor; purified TNAP, CDP-star luminescence, 1 M DEA; P05186; 200,000 tested, 0.03% active; inhibition, % at 20 µM;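 active means over 50% inhibition of tissue-nonspecific alkaline phosphatase at 20 µM in the single-dose screen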;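 further: plate controls were DMSO wells for no effect and EDTA-quenched wells as full inhibition for full effect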
Target sequence (P05186 whole entry, looked up): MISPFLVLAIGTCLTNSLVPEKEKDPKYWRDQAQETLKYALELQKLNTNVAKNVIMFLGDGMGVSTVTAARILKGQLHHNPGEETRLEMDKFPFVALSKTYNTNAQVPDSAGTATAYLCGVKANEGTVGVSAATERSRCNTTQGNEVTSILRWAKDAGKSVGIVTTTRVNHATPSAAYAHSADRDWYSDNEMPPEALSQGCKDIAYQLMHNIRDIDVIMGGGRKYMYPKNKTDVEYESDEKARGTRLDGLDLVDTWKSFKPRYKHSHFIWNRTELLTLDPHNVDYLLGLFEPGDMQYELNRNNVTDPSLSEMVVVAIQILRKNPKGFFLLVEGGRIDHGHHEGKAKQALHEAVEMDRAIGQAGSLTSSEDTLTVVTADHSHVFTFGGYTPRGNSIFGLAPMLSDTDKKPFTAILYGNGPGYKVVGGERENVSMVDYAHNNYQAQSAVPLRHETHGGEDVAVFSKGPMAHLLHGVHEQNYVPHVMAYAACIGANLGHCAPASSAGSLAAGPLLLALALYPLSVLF
TNAP act hiacc: increases human TNAP activity under high phosphate acceptor concentration; AID 1136; activation factor at 20 µM; P05186; purified TNAP, CDP-star luminescence, 1 M DEA, 30 min; active compounds read high; 0 = EDTA background, 1 = DMSO-only activity; 200,000 tested, under 10 active;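 active means activation factor at least 2 at 20 µM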
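Test system – human TNAP · Doses – 20 µM single point · Incubation – 30 min, room temperature · Signal – luminescent substrate turnover signal · Read-out basis – activation factor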
HMGR II inh: blocks class II HMG-CoA reductase of Enterococcus faecalis. purified E. faecalis HMGR, NADPH absorbance 340 nm kinetic. inhibition, % at 10 µM. 190,000 tested, 0.41% active. AID 1066;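 active means inhibition above a set limit, the median over all tested compounds plus 3 SD, cut at about 9.5% in these data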;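 further: enzyme runs in reverse so mevalonate oxidation gives rising NADPH absorbance; 0% = complete reaction with DMSO and 100% = background rate lacking mevalonate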
TNAP inh noacc: TNAP (human) inhibition, acceptor-free conditions. purified TNAP, CDP-star luminescence, 30 min. P05186. inhibition, % at 20 µM. 200,000 tested, 0.26% active. AID 1012;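 active means tissue-nonspecific alkaline phosphatase inhibition above about 50% at 20 µM in the single-dose screen, limit read from the data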;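 further: 0% = DMSO negative control and 100% = EDTA positive control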
bIAP act: increases bovine intestinal alkaline phosphatase activity | activation factor at 20 µM | purified bovine IAP, CDP-star luminescence, 30 min; active compounds read high; fold of DMSO-control signal, blank-subtracted | AID 1016 | 200,000 tested, 0.17% active;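 active means activation factor of 2 or more at 20 µM, a signal rise over negative controls twice the positive control's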
Active calls of the source: *; x = not tested or not shown.

molecule | PPARg SRC-2 ag | TR-FRET SRC-2 ct | PPARg SRC1 recr | PPARg SRC-3 ag | bIAP inh | TNAP inh hiacc | TNAP act hiacc | HMGR II inh | TNAP inh noacc | bIAP act
Cc1ccc(-c2cc(C(=O)N3N=C(C(F)F)CC3(O)C(F)F)c3ccccc3n2)cc1C (stereo not drawn) | -4 | 1449 | -8 | 1 | 6 | 3 | 1 | 0 | -10 | 0.9
Cc1cc(C)cc(N(C(=O)c2csnn2)C(C(=O)NC(C)(C)C)c2ccccn2)c1 (stereo not drawn) | -1 | 1633 | 4 | -2 | -2 | -2 | 1 | 2 | -5 | 1
O=C(Nc1ccc(F)cc1F)c1cc2ncc(CCCl)cn2n1 | 6 | 1505 | 6 | -3 | 4 | -1 | 1 | -6 | -6 | 1
C=CCN(CC=C)C(=S)NCCc1ccc(OC)c(OC)c1 | 3 | 1579 | 0 | 1 | 6 | -1 | 1 | -8 | 0 | 0.9
COC(=O)CCn1nnc(-c2cccs2)n1 | 0 | 1458 | 4 | -1 | -5 | 0 | 1 | 1 | -6 | 1
CC1CN(C)C(C)c2c1oc1ccc(N)cc21 (stereo not drawn) | 5 | 1659 | 4 | 3 | 4 | -2 | 1 | -3 | -3 | 1
Cc1cccc(C2c3[nH]c4ccccc4c3CCN2C(=O)Cc2n[nH]c(C)n2)n1 (stereo not drawn) | 6 | 1715 | 5 | 3 | -36 | -6 | 1.1 | 1 | -12 | 1.4
O=S(=O)(NC1CCCC1)c1ccc(S(=O)(=O)N2CCCN(Cc3ccccc3)C2)cc1 | 2 | 1452 | 3 | -8 | -8 | -7 | 1.1 | -7 | -14 | 1.1
CCOc1ccc(C(=O)NC(C)(C)CC)cc1 | 2 | 1426 | -5 | 0 | 1 | -7 | 1.1 | -2 | -15 | 1
CCOc1ccc(C(C)NC(=S)NCc2ccc(Cl)cc2)cc1 (stereo not drawn) | 13 | 1517 | 7 | 4 | -8 | -10 | 1.1 | 1 | -21 | 1.1

3 entries from above, set out differently:
Value order: PPARg SRC-2 ag, TR-FRET SRC-2 ct, PPARg SRC1 recr, PPARg SRC-3 ag, bIAP inh, TNAP inh hiacc, TNAP act hiacc, HMGR II inh, TNAP inh noacc, bIAP act
- Cc1ccc(-c2cc(C(=O)N3N=C(C(F)F)CC3(O)C(F)F)c3ccccc3n2)cc1C (stereo not drawn)
    -4, 1449, -8, 1, 6, 3, 1, 0, -10, 0.9
- Cc1cc(C)cc(N(C(=O)c2csnn2)C(C(=O)NC(C)(C)C)c2ccccn2)c1 (stereo not drawn)
    -1, 1633, 4, -2, -2, -2, 1, 2, -5, 1
- O=C(Nc1ccc(F)cc1F)c1cc2ncc(CCCl)cn2n1
    6, 1505, 6, -3, 4, -1, 1, -6, -6, 1

Next section
molecule | PPARg SRC-2 ag | TR-FRET SRC-2 ct | PPARg SRC1 recr | PPARg SRC-3 ag | bIAP inh | TNAP inh hiacc | TNAP act hiacc | HMGR II inh | TNAP inh noacc | bIAP act
CN(C1CCCCC1)S(=O)(=O)c1cccc(C#N)c1 | 6 | 1514 | 7 | 0 | -6 | 1 | 1 | -1 | -4 | 1.1
CC(=O)Nc1ccc(Nc2ncnc3c2cnn3-c2ccccc2)cc1 | -6 | 1409 | -1 | -6 | -4 | -4 | 1 | -8 | -5 | 1
O=C(NC1CC1)C1=C[C@@H](c2ccccc2)C[C@@H](OCCCCO)O1 | -4 | 1483 | -2 | 4 | -5 | -6 | 1.1 | -1 | -14 | 1.1
Cc1cc(C(F)(F)F)n2nc(-c3cnn(C)c3C(F)(F)F)cc2n1 | 0 | 1540 | -1 | -4 | -1 | -4 | 1 | -7 | -6 | 1
Cc1ccc(C(=O)Oc2ccc(N3C(=O)CCC3=O)c(C)c2)cc1 | -3 | 1402 | 5 | 3 | -6 | -3 | 1 | -2 | -20 | 1.1
COc1ccc(N/C=C/C(=O)c2ccc(Cl)cc2)cc1 | -2 | 1506 | 1 | 1 | -5 | 4 | 1 | -3 | -7 | 1
Cc1ccc(C(=O)c2c(C)oc3c2C(=O)C(=O)c2ccccc2-3)cc1 | 0 | 1449 | 8 | 6 | 6 | 4 | 1 | -7 | -3 | 0.9
O=C(CSc1nc2[nH]ncc2c(=O)[nH]1)N1CCCC1 | -6 | 1260 | -5 | -2 | 16 | -1 | 1 | 0 | -26 | 0.8
Oc1c(Br)cc(Br)cc1C=NCc1ccccc1 | 12 | 1715 | 14 | 7 | 3 | -4 | 1 | -2 | 16 | 1
COc1cc(C(=O)NC(=S)Nc2ccccc2[N+](=O)[O-])cc(OC)c1OC | 5 | 1617 | 8 | -1 | 3 | -4 | 1 | -2 | -8 | 1
CCCCn1c(SCc2cc(=O)[nH]c3ccccc23)nc2c1c(=O)n(C)c(=O)n2C | 4 | 1554 | 1 | -4 | -3 | 1 | 1 | 5 | -4 | 1
COC(=O)C1=C(C)N(Cc2ccc(C)cc2)C(=O)/C1=C\c1ccc(O)c(OC)c1 | 1 | 1446 | 8 | 10 | 49 | 31 | 0.7 | -1 | 30 | 0.5
CCn1c(SCC(=O)Nc2ccc3c(c2)OCCO3)nnc1-c1cccs1 | -2 | 1516 | -1 | 3 | 10 | -2 | 1 | 0 | -5 | 0.9
Cc1ccn2c(C(=O)NN=C3CCN(C)CC3)c(C)nc2c1 | 8 | 1566 | 9 | -2 | -34 | 0 | 1 | -3 | -3 | 1.3
CCCCC/C(=N\NC(=O)CCC(=O)NCc1ccccc1)c1ccccc1 | 9 | 1536 | 0 | 3 | 12 | -6 | 1.1 | 1 | -7 | 0.9
c1ccc(C2CC3CC(c4ccccc4)N2O3)cc1 (stereo not drawn) | 4 | 1584 | -9 | -4 | x | x | x | -1 | x | x
CCn1c(C)cc(/C=C2\NC(=O)N(Cc3ccccc3)C2=O)c1C | 2 | 1325 | 8 | -1 | 15 | -1 | 1 | 0 | -8 | 0.9
O=C(/C=C/c1ccccc1)C1=C(O)C(=O)N(CCO)C1c1ccc2c(c1)OCO2 (stereo not drawn) | 3 | 1481 | 0 | 4 | 0 | 1 | 1 | 3 | -2 | 1
CCOC(=O)C(=NC(C)CC)NNc1ccc(Br)cc1 (stereo not drawn) | 7 | 1696 | 6 | 0 | -5 | -2 | 1 | -3 | 4 | 1.1
Cc1cc(C)nc(N2CCCC(C(=O)NC(C)CCc3ccco3)C2)n1 (stereo not drawn) | -13 | 1337 | -1 | -7 | -4 | -6 | 1.1 | -7 | -8 | 1
COc1ccccc1NC(=O)Cn1nc(-c2ccc(Cl)cc2)c2ccccc2c1=O | -5 | 1419 | -3 | -4 | 2 | 3 | 1 | -10 | 5 | 1
O=C(CSc1ccc2nnc(-c3cccnc3)n2n1)NCC1CCCO1 (stereo not drawn) | -2 | 1465 | -3 | 1 | 6 | -3 | 1 | -5 | -7 | 0.9
Nc1nc2n(n1)C(=O)CC(c1ccccc1[N+](=O)[O-])N2 (stereo not drawn) | -2 | 1672 | -3 | 3 | -7 | -5 | 1 | 2 | -14 | 1.1
CN(C)c1ccc(C(C#N)c2ccc(Cl)cc2)nn1 (stereo not drawn) | 7 | 1581 | 8 | 0 | -4 | -4 | 1 | -5 | -13 | 1
Cn1c(=O)c2c(nc(CN3CCc4ccccc4C3)n2CCCO)n(C)c1=O | -1 | 1630 | 0 | 5 | 11 | 0 | 1 | -2 | -13 | 0.9
C(=N\N1CCOCC1)/c1nc(-c2ccccc2)n2ccccc12 | 12 | 1633 | 18 | 11 | -13 | -1 | 1 | -2 | -7 | 1.1
Cc1nnc(NCCN2CCOCC2)[nH]c1=O | 2 | 1732 | 6 | 1 | 4 | -6 | 1.1 | -7 | -8 | 1
Cc1nc(Nc2ccc(S(=O)(=O)N3CCCC3)cc2)c2nnn(Cc3ccccc3)c2n1 | 6 | 1653 | 0 | 1 | 23 | -2 | 1 | -3 | -2 | 0.8
CCOc1ccccc1CN1CCN(C2CCOCC2)CC1CCO (stereo not drawn) | 12 | 1707 | 0 | 8 | -2 | 2 | 1 | -4 | -4 | 1
CCOC(=O)c1c(C)[nH]c(-c2csc(N)n2)c1C | 3 | 1841 | 2 | 8 | -18 | 2 | 1 | 4 | -10 | 1.2
COc1ccc(C(=O)/C=C/c2ccc(O)cc2)cc1 | 7 | 1750 | 16 | 0 | 40 | 23 | 0.8 | -2 | 21 | 0.6
Cc1cc(C)c(S(=O)(=O)N(C)CC(=O)N2CCCCC2)c(C)c1 | 11 | 1378 | 0 | -1 | -1 | 1 | 1 | 0 | -3 | 1
O=C(CSc1nnnn1-c1cccc2c1CCCC2)N1CCCCC1 | 14 | 1649 | 3 | 14 | -11 | -2 | 1 | 0 | -5 | 1.1
COc1cc(C)c(/C=C(\C#N)C(=O)Nc2ccc(C)cc2)cc1C(C)C | 6 | 1546 | 0 | 7 | 4 | -3 | 1 | -4 | -6 | 1
O=C(c1ccco1)N1CCN(C(=O)c2cc(-c3ccccc3)nc3ccccc23)CC1 | 2 | 1571 | 1 | -4 | 4 | -4 | 1 | -5 | -11 | 1
COc1ccccc1/C=N/NC(=O)C(=O)NCc1cccnc1 | 2 | 1496 | 0 | 4 | -38 | -7 | 1.1 | -5 | -7 | 1.4
COc1ccccc1NC(=O)CN1C(=O)C(C)SC(C)C1=O (stereo not drawn) | 11 | 1462 | -1 | 2 | -2 | -2 | 1 | -8 | -1 | 1
O=C(CCC(=O)NNc1nc2ccccc2c2nc(-c3ccccc3)nn12)NCCCN1CCOCC1 | 7 | 1681 | 1 | 4 | -29 | 1 | 1 | -2 | -207 | 1.3
CC(C)=CC(=O)Nc1c(C)cc(C)cc1Cl | 4 | 1541 | 1 | -2 | -10 | -4 | 1 | -1 | -6 | 1.1
CC(=O)Nc1ccc(S(=O)(=O)N(CCO)Cc2ccccc2)cc1 | 6 | 1556 | 1 | -3 | 10 | -3 | 1 | -3 | -13 | 0.9
CC(=O)N1C(=O)N(C)C2C1N(C(C)=O)C(=O)N2C (stereo not drawn) | 1 | 1537 | 4 | -9 | -11 | 0 | 1 | 2 | -6 | 1.1
O=C(Cn1cnc2c(nnn2Cc2ccccc2)c1=O)N1CCN(c2ccccc2)CC1 | -4 | 1379 | -2 | 5 | 7 | 0 | 1 | 1 | -7 | 0.9
C=CCNc1ncnc2c1[nH]c1ccccc12 | 2 | 1608 | 4 | 15 | 12 | -9 | 1.1 | -6 | -2 | 0.9
COc1ccccc1N(CN1CCCC1=O)C(=O)c1c(F)cccc1F | 0 | 1486 | -1 | 5 | 3 | -6 | 1.1 | 6 | -2 | 1

2 entries picked at random from those above:
molecule | PPARg SRC-2 ag | TR-FRET SRC-2 ct | PPARg SRC1 recr | PPARg SRC-3 ag | bIAP inh | TNAP inh hiacc | TNAP act hiacc | HMGR II inh | TNAP inh noacc | bIAP act
C=CCNc1ncnc2c1[nH]c1ccccc12 | 2 | 1608 | 4 | 15 | 12 | -9 | 1.1 | -6 | -2 | 0.9
O=C(Cn1cnc2c(nnn2Cc2ccccc2)c1=O)N1CCN(c2ccccc2)CC1 | -4 | 1379 | -2 | 5 | 7 | 0 | 1 | 1 | -7 | 0.9
